Cneo AK release = Cryptococcus neoformans cell lysis inducers, primary screen, AK release luminescence, single concentration; 0.2% of 360,000 active; lysis activity, % at 15 µM; C. neoformans lysis, adenylate kinase release luminescence, 4 h; normalised: neutral wells 0, clomiphene wells 100; AID 651654, 2012;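 active = mean lysis activity across replicates of at least 80%, whatever share of replicates individually reach that level; inactive = mean lysis activity below 80%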
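Assay system: C. neoformans cells. Amount: yeast cell density of 5 × 10^6 cells/mL. Technique: AK luminescence. Buffer or medium: YPD. Times: static 4 h at 37 °C with compound, 1 h detection. Dosing: single-point compound dose. Read-out: lysis from increased AK signal.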
CFTR F508del cor = F508del CFTR correction, initial screen, CFBE line, single point | AID 720511, 2013 | 0.36% of 350,000 active | CFBE cells, YFP halide quenching; stimulated with forskolin plus potentiator P3; % fluorescence drop versus neutral controls | activity (quench increase), % at 7.58 µM;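 active = mean added fluorescence quench of at least 8% versus neutral control, with both replicates also reaching 8%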;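 also: cells transiently co-express mutant CFTR-F508del with the halide-sensitive YFP; corrector assay measuring rescue of mutant channel to the surface after 24 h compound exposure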
miR122 inh = miR-122 Renilla sensor signal increase in Huh7, primary screen, miR-122 inhibitor project, cell-based, single point, plate reader. Huh7 miR-122 Renilla luciferase sensor, 48 h; neutral wells = 0, positive control = 100. AID 602342, 2012. 0.3% of 340,000 active. activation (reporter increase), % at 12.5 µM;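 active = mean replicate activation score at least 90 and every replicate individually at or above 90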;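 also: higher luciferase means less miR-122 activity so hits act as miR-122 inhibitors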
FN deposition inh = inhibitors of fibronectin matrix deposition, primary screen, AH1F cells, Alexa488-fibronectin fluorescence, plate reader | AH1F fibroblasts, overnight | inhibition, % at 12.6 µM | 0.086% of 350,000 active;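 active = mean inhibition across replicates of 30% or more, regardless of how many single replicates reach that level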;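 also: positive control wells lacked labelled fibronectin entirely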
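Assay system: AH1F fibroblast monolayer, labelled fibronectin deposition. Amount: 10000 cells per well. Also added: labelled fibronectin 24 nM. Compound: single-point pinned compound. Incubation: cell attachment 1 h, compound and FN exposure overnight. Detection: fluorescence after three HBSS washes, excitation 485 nm, emission 525 nm. Read-out: inhibition of fibronectin deposition signal.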
INS-1E GSIS act = GLuc luminescence reporter in INS-1E cells, primary screen for activators of glucose-dependent secretion of insulin. INS-1E GLuc reporter insulin secretion, 2-3 h. 0.61% of 370,000 active. activation, % at 16.6 µM;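 active = lowest replicate activation of at least 40%, so every replicate reaches that level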;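 also: 0% = median of neutral control wells and 100% = median of IBMX positive control wells; some compounds called inactive have numbers as strong as hits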
C2C12 statin = suppressors of statin myotoxicity in C2C12 myotubes, primary screen, cell-based, single point, plate reader | 0.78% of 330,000 active | C2C12 myotubes + simvastatin, ATP luminescence, 48 h; scaled: DMSO 0, geranylgeraniol control 100 | AID 602340, 2012 | rescue of ATP level, % at 7.49 µM;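 active = mean ATP rescue above about 67%, or every replicate alone reaching that limit, limit read from the data, passing the limit was not always enough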;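 also: myotubes were challenged with 10 µM simvastatin during compound exposure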
PglD DTNB = C. jejuni PglD acetyltransferase inhibitors, primary screen, biochemical, DTNB colorimetric, single point | 0.098% of 360,000 active | UDP-N-acetylbacillosamine N-acetyltransferase PglD (Campylobacter jejuni) | purified PglD enzyme, DTNB colorimetric CoA detection | inhibition, % at 12.5 µM; in the data active = inhibition above about 16%, passing the limit was not always enough; also: strong numbers were not always called active
PGC1a acetyl inh = inhibitors of PGC1a acetylation signal, primary screen, cell-based, U2OS, AlphaScreen, inhibitor mode; AlphaScreen anti-acetyl-lysine; with virally co-expressed GCN5 acetyltransferase; inhibition, % at 15.6 µM; AID 651687, 2012; 0.17% of 350,000 active;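 active = every replicate shows inhibition of at least 40%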;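 also: 0% = neutral control wells and 100% = positive control wells; some results beyond the cut were filed as inactive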
Active calls of the source: *; nt = not tested or not shown; & = joins results of further samples; [ ] = dose if it differs, or a comment.

SMILES	Cneo AK release	CFTR F508del cor	miR122 inh	FN deposition inh	INS-1E GSIS act	C2C12 statin	PglD DTNB	PGC1a acetyl inh
COc1ccc(C/C(N)=N/OC(=O)CCc2ccccc2)cc1	0	-0.6	nt	4	-16	2	1	nt
NC(=O)CC(NC(=O)Cc1ccc(Cl)cc1)c1ccc(NC2CC3CCC2C3)c([N+](=O)[O-])c1 (stereo not drawn)	7	1.6	5	6	nt	-14	-4	-3
NC(=S)N/N=C/c1c(O)ccc2ccccc12	nt	-2.3	-16	-8	-10	-7	nt	1
Cn1c(=NC(=O)c2cccc([N+](=O)[O-])c2)sc2ccccc21	0	-1.0	-10	1	20	-1	-9	-1
Cc1ccc(C)c(S(=O)(=O)N2CCN(c3nc(-c4cccnc4)nc4ccccc34)CC2)c1	1	-1.0	-4	4	nt	-15	-1	-2
O=C1NC(Cc2ccccc2)c2nc3ccc(Cl)cc3c(=O)n2-c2ncccc21 (stereo not drawn)	2	0.7	-9	-4	nt	-6	-3	5
Cn1cccc1C(=O)Nc1nc(-c2ccccn2)cs1	21	nt	6	nt	nt	nt	-6	1
COCCNS(=O)(=O)c1cc2[nH]c3c(c2cc1C)C(=O)CC(C)(C)C3	3	0.8	10	2	0	8	-11	4
CC(OC(=O)c1ccc(NS(=O)(=O)c2ccc3[nH]c(=O)[nH]c3c2)cc1)C(N)=O (stereo not drawn)	3	-2.0	-2	0	13	-28	3	3
CN(C)C(=O)C[C@@H]1CC[C@H]2[C@@H](COC[C@@H](O)CN2CC2CCCCC2)O1	-1	0.8	-2[16.7 µM]	-7	29	-1	-8	2
COc1ccc(CC(=O)Nc2nnc(SCc3ccccc3)s2)cc1S(=O)(=O)N1CCOCC1	-1	nt	0	nt	nt	nt	-3	-7
COc1ccc(C(=O)Nc2nc(-c3ccc(OC)cc3)c(-c3ccc([N+](=O)[O-])cc3)s2)cc1	1	nt	-12	0	5	-2	nt	-56
CC(=O)NC(Cc1cnc[nH]1)C(=O)O (stereo not drawn)	0	nt	-8	-2	nt	-3	-2	0
O=C(O)CCn1c(=O)sc2ccccc21	-1	nt	-12	-8	nt	-3	-1	8
CCc1ccc2[nH]c(=O)c(CN(Cc3nnnn3C3CCCC3)C3CCCCC3)cc2c1	-1	-0.5	14	nt	15	9	0	8
CCCN(CCC)CCNC(=O)C1c2ccccc2C(=O)N2CCc3ccccc3C12 (stereo not drawn)	nt	-0.3	1	-4	-2	1	nt	-2
N#C[C@@H]1[C@@H](c2ccccc2)[C@H](CO)N1C(=O)c1cccnc1	-1	0.4	nt	-51	20	-7	0	8
COc1ccc(C(=O)CSc2nnc(-c3cc(C)on3)o2)cc1	nt	-1.2	15	-3	13	8	nt	-12
O=C(Nc1nnc(-c2ccccc2)o1)C1CCCCC1	1	2.9	-7	-2	17	2	0	-13
CN1C[C@@H]2[C@@H]3C(=O)N(C)C(=O)[C@@H]3[C@](Cc3ccccc3)(C1=O)N2C(=O)c1ccccc1	0	-1.5	-3	-5	6	3	1	-7
S=C(Nc1cccnc1)N1CCCCC1	1	-1.2	-8	-3	-5	4	-1	nt
CC(=O)c1sc(-c2ccc(F)cc2)cc1NS(=O)(=O)c1ccc(C)cc1	nt	1.7	nt	3	-3	-5	nt	2
C[C@H]1CN([C@@H](C)CO)S(=O)(=O)c2ccc(Br)cc2O[C@H]1CN(C)Cc1ccc(F)cc1	1&-5	-1.6&4.0	-1	6&-7	-8&2	-7&2	-1&1	-17&-11
COc1cccc(C(=O)Nc2cc([N+](=O)[O-])ccc2N2CCN(C)CC2)c1	0	0.7	292*	nt	6	-32	-6	-10
COc1ccccc1-c1ccc2c(c1)O[C@@H](CN(C)S(=O)(=O)c1ccc(F)cc1)[C@@H](C)CN([C@@H](C)CO)S2(=O)=O	3	1.9	-36[16.7 µM]	nt	3	-6	1	-9
Cc1c(C)c2ccc(O)c(CN3CCN(C)CC3)c2oc1=O	-1	1.5	nt	1	11	2	-2	2
CCN1[C@H](C(=O)NCCc2cn(C)cn2)[C@@H](CO)[C@@H]2Cn3c(ccc(-c4ccncc4)c3=O)[C@@H]21	-2	2.4	1[16.7 µM]	nt	9	2	4	nt
O=S(=O)(c1ccccc1F)N1CCCCN2[C@H](C1)[C@@H](c1ccc(-c3cncnc3)cc1)[C@@H]2CO	-2	-0.5	-4[16.7 µM]	nt	0	-4	4	1
COCc1nnc(NC(=O)CCC2CCCCC2)s1	3	nt	0	-9	2	0	nt	-25
N#Cc1ccc(CSc2ccccn2)c(Cl)c1	-3	4.5	nt	2	nt	-6	-2	nt
Cc1nnc(N/N=C/c2ccc([N+](=O)[O-])cc2)n1N	3	0.7	-6	4	-10	9	3	nt
COc1ccc(NC(=O)Nc2ccc3c(c2)[C@@H]2C[C@H](CC(=O)NCc4ccccc4F)O[C@@H](CO)[C@@H]2O3)cc1	-9	3.3	4[16.7 µM]	-22	-2	-5	-1	-3
CCC(c1nnnn1Cc1ccccc1)N1CCN(C(=O)c2ccco2)CC1 (stereo not drawn)	0	nt	10	nt	nt	-2	-8	-2
COC(=O)CCn1nnc(-c2ccc(C(C)C)cc2)n1	0	nt	57	1	nt	-6	nt	2
C[C@H](CO)N1C[C@H](C)[C@@H](CN(C)C(=O)Nc2ccc(F)cc2)Oc2c(NC(=O)Nc3cccc4ccccc34)cccc2C1=O	-3	-1.8	5[16.7 µM]	-9	-10	-2	-1	23
O=S(=O)(NCc1ccco1)c1ccc(Cl)cc1Cl	2	3.8	12	1	3	7	-2	-7
O=C1OC(/C=C/c2ccccc2)=NC/1=C/c1ccco1	0	0.2	-3	2	-29	nt	1	7
COc1ccc2c(c1OC)CN1CCc3cc4c(cc3[C@@H]1[C@@H]2O)OCO4	2	nt	-5	nt	nt	12	-5	-5
Fc1ccccc1Cn1nnc(-c2ccc3c(c2)OCO3)n1	-9	nt	7	-8	nt	11	1	3
CCOC(=O)C1=C(C)N=c2s/c(=C\c3cccc(OCC(=O)O)c3)c(=O)n2C1c1ccccc1OC (stereo not drawn)	2	-1.5	nt	nt	3	5	2	55*
COC(=O)c1c(-c2ccc(OC)cc2)sc2ccc(-c3ccc4c(c3)OCO4)cc12	2	1.8	0	6	nt	-6	0	nt
COc1ccc(C(=O)COC(=O)Cc2c[nH]c3ccccc23)c(OC)c1	0	0.9	0	0	-2	9	4	nt
CCCc1nnc(SCC(=O)N2CCOCC2)n1CCCOC	0	nt	-1	nt	nt	2	3	10
CN(C[C@H]1[C@H](c2ccccc2)[C@H](CO)N1Cc1ccccn1)S(C)(=O)=O	3	-1.5	50[16.7 µM]	8	3	2	-2	4
COc1ccccc1CN1[C@H](CO)[C@@H]2c3ccccc3N(C(=O)c3ccncc3)C[C@@H]21	5	-3.3	-12[16.7 µM]	nt	7	-3	-3	0
Cc1cc2c(cc1C)C(c1ccccc1Br)CC(=O)N2 (stereo not drawn)	-2	nt	-1	-2	nt	23	3	0
C[C@@H]1CCCCO[C@H](CN(C)C(=O)Nc2cccc3ccccc23)[C@H](C)CN([C@@H](C)CO)C(=O)c2cc(NC(=O)Nc3ccc(C(F)(F)F)cc3)ccc2O1	-1	2.1	-1[16.7 µM]	nt	9	-2	1	17
COc1cc(NC(=O)COc2ccc(Br)cc2)ccc1NC(=O)C(C)C	nt	-0.4	-5	nt	3	nt	nt	-5
Cc1cc(C)c2cc(C#N)c(NCCCNC(=O)c3cccnc3)nc2c1	nt	1.3	-9	-3	6	-2	nt	-25
CCCS(=O)(=O)NC(=O)C1(C)CCCN(C(=O)c2ccccc2OC(F)(F)F)C1 (stereo not drawn)	1	nt	0	nt	nt	-5	-2	nt
O=C(COc1ccccc1)NCCc1cn2ccsc2n1	0	1.2	0	3	15	-4	-3	-5
C[C@@H]1CCCCO[C@@H](CN(C)S(=O)(=O)c2ccccc2)[C@H](C)CN([C@@H](C)CO)C(=O)c2cc(NS(=O)(=O)c3cn(C)cn3)ccc2O1	-1	-0.3	-5[16.7 µM]	-4	12	nt	-1	-7
COc1ccccc1NC(=O)C1CCCN(S(=O)(=O)c2ccc3[nH]c(=O)ccc3c2)C1 (stereo not drawn)	-1	0.5	-6	0	-3	-6	2	3
CN(C)CC#Cc1ccc([C@H]2[C@H]3CN(C(=O)c4ccc5c(c4)OCO5)CCCCN3[C@H]2CO)cc1	0	-1.7	2[16.7 µM]	nt	-4	-10	6	-2
Cc1cccc(C(=O)NCCc2nnc(SCC(=O)Nc3cccc(C(=O)O)c3)n2C)c1	0	-0.6	nt	nt	-3	nt	-1	nt
CCOCCCNC(=S)Nc1ccc2nc(N3CCOCC3)cc(C)c2c1	0	1.3	3	0	6	-4	5	4
O=C(NC1CCN(Cc2ccc(F)cc2)CC1)c1ccccc1	-1	2.2	-9	-5	14	1	-6	4
C/C=C/c1cnc2c(c1)C(=O)N([C@H](C)CO)C[C@H](C)[C@@H](CN(C)S(=O)(=O)c1ccc(C)cc1)O2	8	1.6	17[16.7 µM]	-2	-6	nt	0	-3
CN(/N=C/c1ccc(N(C)C)cc1)C1=NS(=O)(=O)c2ccccc21	2	-8.6	-3	-2	0	-3	-1	3
Cc1ccc(C(=O)CSc2nnc3c4ccccc4nc(Cc4ccccc4)n23)cc1	-2	4.0	-14	0	12	nt	4	5

Laid out differently: four of the compounds above.
SMILES: CCOCCCNC(=S)Nc1ccc2nc(N3CCOCC3)cc(C)c2c1
  Cneo AK release: 0; CFTR F508del cor: 1.3; miR122 inh: 3; FN deposition inh: 0; INS-1E GSIS act: 6; C2C12 statin: -4; PglD DTNB: 5; PGC1a acetyl inh: 4
SMILES: CCCN(CCC)CCNC(=O)C1c2ccccc2C(=O)N2CCc3ccccc3C12 (stereo not drawn)
  Cneo AK release: nt; CFTR F508del cor: -0.3; miR122 inh: 1; FN deposition inh: -4; INS-1E GSIS act: -2; C2C12 statin: 1; PglD DTNB: nt; PGC1a acetyl inh: -2
SMILES: CC(OC(=O)c1ccc(NS(=O)(=O)c2ccc3[nH]c(=O)[nH]c3c2)cc1)C(N)=O (stereo not drawn)
  Cneo AK release: 3; CFTR F508del cor: -2.0; miR122 inh: -2; FN deposition inh: 0; INS-1E GSIS act: 13; C2C12 statin: -28; PglD DTNB: 3; PGC1a acetyl inh: 3
SMILES: CCCS(=O)(=O)NC(=O)C1(C)CCCN(C(=O)c2ccccc2OC(F)(F)F)C1 (stereo not drawn)
  Cneo AK release: 1; CFTR F508del cor: nt; miR122 inh: 0; FN deposition inh: nt; INS-1E GSIS act: nt; C2C12 statin: -5; PglD DTNB: -2; PGC1a acetyl inh: nt

Further records.
SMILES	Cneo AK release	CFTR F508del cor	miR122 inh	FN deposition inh	INS-1E GSIS act	C2C12 statin	PglD DTNB	PGC1a acetyl inh
COc1ccc(-c2cnc3c(c2)C(=O)N([C@@H](C)CO)C[C@@H](C)[C@H](CN(C)C(=O)NC2CCCC2)O3)cc1	2	2.4	5[16.7 µM]	-2	2	27	-1	5
COC(=O)c1sccc1NC(=O)c1ccncc1	-1	nt	-7	-3	nt	-1	4	5
CO[C@@H]1CN(C)C(=O)c2ccc(NS(=O)(=O)c3ccc(F)cc3)cc2OC[C@@H](C)N(C)C[C@H]1C	-3	2.2	nt	-10	-2	-14	-3	-2
Cc1ccc(NC(=O)Cn2cncc2-c2ccc([N+](=O)[O-])cc2)cc1C	-1	nt	-5	nt	nt	12	-6	-5
CN(C)S(=O)(=O)c1cccc(NC(=O)CNC2CCCCC2)c1	-2	-0.2	-2	-1	-6	0	3	8
